D2 PAM: positive allosteric modulators of human D2 dopamine receptor | P14416 | HEK293 T-REx D2, calcium flux, EC20 dopamine potentiation | potentiation, % at 10 µM | 340,000 compounds, 0.34% hits;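 active means potentiation over 3 SD above the plate norm, cut at about 30% in these data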; further: 0% is about no effect
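Calcium flux readout, no-wash dye, 1 read/s. Inducible HEK293 Trex D2 line, overnight 30 C. Compound alone 180 s (agonist flags), then EC20 dopamine, another 180 s to score potentiation.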
RXFP1 agonist: activates the human relaxin receptor RXFP1. HEK293T-RXFP1 cAMP TR-FRET, 30 min; response scale: percent of porcine relaxin response, buffer zero. Potency, µM (highest dose often 57.5 µM), for the others: top-dose activation, hits mostly activators. 370,000 compounds, 0.3% hits. Q9HBX9; active means well fitted activation curve with a large enough effect; further: potency means the concentration at half of the fitted maximal effect; on the % scale 0 is the no-effect control and ±100 the full control effect; nearly all actives have a fitted effect of over 60% in size; many of its hits are not listed in these tables
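HEK293 cells stably expressing RXFP1, treated 30 min at 37C with compounds plus PDE4 inhibitor Ro 20174; cAMP measured by HTRF TR-FRET. Normalized to buffer and 29 nM porcine relaxin; EC50 by Hill fit.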
D1 antag: antagonists of human D1 dopamine receptor; P21728; HEK293 TREx D1 cells, calcium flux, dopamine EC80; active compounds read low; activity change, negative = inhibition, % at 10 µM; 360,000 compounds, 3.2% hits; AID 504652; in the data active means activity change below about -30%; further: on the % scale 0 is the no-effect control and ±100 the full control effect
Target sequence (P21728 whole entry, looked up): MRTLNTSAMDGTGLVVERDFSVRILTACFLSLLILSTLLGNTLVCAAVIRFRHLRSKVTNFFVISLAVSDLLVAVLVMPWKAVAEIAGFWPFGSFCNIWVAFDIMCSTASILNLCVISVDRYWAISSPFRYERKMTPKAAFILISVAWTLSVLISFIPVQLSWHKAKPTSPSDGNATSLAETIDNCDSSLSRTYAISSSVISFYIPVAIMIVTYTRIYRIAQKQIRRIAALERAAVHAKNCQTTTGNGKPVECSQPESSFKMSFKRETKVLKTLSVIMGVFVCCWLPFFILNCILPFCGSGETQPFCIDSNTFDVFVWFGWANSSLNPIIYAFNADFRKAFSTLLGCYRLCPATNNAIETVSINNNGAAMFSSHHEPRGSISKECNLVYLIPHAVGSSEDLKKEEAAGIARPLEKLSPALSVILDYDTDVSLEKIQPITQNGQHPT
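Tetracycline-induced HEK293 T-REx cells with force-coupled D1 receptor were loaded with a no-wash calcium dye. Compound was added after a 10 s baseline and read kinetically for 180 s; EC80 dopamine was then added and calcium flux followed another 180 s.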
D1 PAM: human D1 dopamine receptor positive modulation; P21728; HEK293 TREx D1 cells, calcium flux, dopamine EC20 potentiation; potentiation, % at 10 µM; 360,000 compounds, 0.036% hits; AID 504651; in the data active means potentiation above about 30%; further: 0% is about no effect
RXFP1 antag: antagonists of human relaxin receptor RXFP1. Q9HBX9. activity change, negative = inhibition, % at 57.5 µM. 350,000 compounds, 0.59% hits. HEK293-RXFP1, relaxin-stimulated cAMP HTRF, 30 min; active compounds read low;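 active means activity change of -60% or lower, but not beyond a set lower limit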; further: on the % scale 0 is the no-effect control and ±100 the full control effect
D2 antag: antagonizes the human D2 dopamine receptor. P14416. HEK293 TREx D2 cells, calcium flux, dopamine EC80. inhibition, % at 10 µM. 340,000 compounds, 2% hits. AID 485344; in the data active means inhibition above about 30%; further: 0% is about no effect
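Cells plated overnight at 30 C with tetracycline; no-wash calcium dye, 30–90 min RT; 10 s baseline; compound pinned; 180 s read; EC80 dopamine added; another 180 s read.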
D1 agonist: activates the human D1 dopamine receptor | P21728 | HEK293 T-REx D1 cells, calcium flux, agonist mode | activation, % at 2 µM | 360,000 compounds, 1% hits | AID 504660; in the data active means activation above about 30%; further: 0% is about no effect
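Agonism was scored from calcium flux recorded over 180 s (1 read/s) after pintool compound addition, following a 10-cycle baseline. Cells were inducible force-coupled HEK293 TREx D1, plated overnight at 30 C and loaded with no-wash calcium dye.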
TRHR enhancer: allosterically enhances the human TRH receptor; enhancement, % at 2 µM; 360,000 compounds, 0.66% hits; TRHR cells, fluo-8 calcium fluorescence, EC20 TRH enhancement; P34981; in the data active means enhancement above about 30%; further: 0% is about no effect
Target sequence (P34981 whole entry, looked up): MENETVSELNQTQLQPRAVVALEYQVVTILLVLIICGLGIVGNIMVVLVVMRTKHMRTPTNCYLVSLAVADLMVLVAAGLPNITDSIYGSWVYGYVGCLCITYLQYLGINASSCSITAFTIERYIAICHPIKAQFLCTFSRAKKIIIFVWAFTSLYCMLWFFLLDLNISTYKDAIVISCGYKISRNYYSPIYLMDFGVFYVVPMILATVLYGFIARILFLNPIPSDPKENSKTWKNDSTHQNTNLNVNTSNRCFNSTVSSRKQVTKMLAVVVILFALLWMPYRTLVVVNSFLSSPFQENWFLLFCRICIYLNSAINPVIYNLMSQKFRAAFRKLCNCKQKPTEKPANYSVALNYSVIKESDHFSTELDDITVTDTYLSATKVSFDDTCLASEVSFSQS
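TRHR-expressing cells loaded with fluo-8 calcium dye were read kinetically (ex 480/em 530) during compound addition, then stimulated with an EC20 of TRH (10 nM final). Enhancement of the Gq-mediated intracellular calcium response was scored.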
D2 agonist: D2 dopamine receptor (human) agonism | P14416 | HEK293 T-REx D2 cells, calcium flux agonist mode | activation, % at 2 µM | 340,000 compounds, 0.53% hits | AID 485358;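 active means activation over 3 SD above normal in the single-dose calcium agonist read, cut at about 30% in these data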; further: 0% is about no effect
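Tetracycline-induced HEK293 Trex cells with D2 receptor force-coupled to calcium signaling, plated overnight at 30 C and loaded with no-wash calcium dye. Calcium flux read kinetically for 180 s after compound addition; responses flag agonists.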
Starred values were filed as active, the others as inactive; nt = not tested or not shown; & = joins results of further samples; [ ] = dose if it differs, or a comment. The list is partial. The share of hits here may be higher or lower than overall.

Results follow in this order: D2 PAM	D1 agonist	TRHR enhancer	RXFP1 antag	D1 PAM	RXFP1 agonist	D1 antag	D2 agonist	D2 antag
CCCC(=O)Nc1cc(C(=O)NCc2ccccc2)ccc1S(=O)(=O)c1ccc(Cl)cc1
 : nt	5	-4	-9	6	0.8%	-1	0.8	nt
O=C(Nc1ccccc1C(=O)NC(Cc1ccccc1)C(=O)O)c1ccco1 (configuration not stated)
 : 15	3	-6	7	-3	3.9%	4	5.8	-4
O=C(NC1CC(=O)N(c2cccc(F)c2)C1)c1ccc2c(c1)OCO2 (configuration not stated)
 : -11	-2	-1	-11	1	1.9%	nt	0.1	nt
Fc1cccc(F)c1CN1CCN(c2ncccn2)CC1
 : -14	-1	-2	5	5	0.5%	9	33*	-3
O=C(O)Cn1cc(/C=C/[N+](=O)[O-])c2ccccc21
 : 4	1	6	2	-5	13%	-3	0.8	-4
O=C(C[n+]1cc(Br)cc2ccccc21)c1ccccc1
 : 0	18	-8	5	0	5.8%	-1	8.6	4
Cc1occc1C(=O)NNC(=O)c1ccccc1Br
 : 1	3	4	18	-5	2.0%	5	0.3	1
COC(=O)c1nn(-c2cccc(C)c2)c2nnc(Cc3ccc(C)cc3)c(=O)n12
 : -2	1	1	nt	-6	0.2%	27	0.4	-11
Cn1c(SCc2cccc(C#N)c2)nc2ccccc2c1=O
 : 9	-2	-6	10	-6	-2.2%	-23	-1.5	2
COC(=O)c1cc(-c2ccc(S(=O)(=O)N3CCCC(C)C3)cc2)c(C(F)(F)F)s1 (configuration not stated)
 : 3	2	-14	nt	-12	-2.8%	-41*	0.0	-21
c1ccc(Cn2nnnc2C(c2cccs2)N2CCOCC2)cc1 (configuration not stated)
 : 4	1	4	-18	-10	-0.1%	7	0.1	-11
Cc1nnc(SCC(=O)c2ccccc2F)n1Cc1ccccc1
 : -8	1	-2	4	-3	1.2%	-11	1.6	15
O=C(O)C=C1C2CC3CC(C2)CC1C3
 : 16	0	3	16	-4	0.5%	-4	-0.3	-13
COc1cc(OC)cc(C(=O)Nc2nc(-c3nnn(-c4ccc(C)cc4)c3C)ns2)c1
 : -3	9	-9	2	4	26%	-1	-0.2	nt
O=C(Nc1ccc2oc(-c3ccncc3)nc2c1)c1ccc2c(c1)OCCO2
 : -1	3	2	-12	-6	6.0%	1	-0.7	18
Cc1cccc(-n2ncc3c2CCCC3NC(=O)CN2CCCC2=O)c1C (configuration not stated)
 : 11	3	-4	-3	-10	-0.4%	-1	-0.1	-2
CCOC(=O)N1CCN(C(=O)CS(=O)Cc2nc(-c3ccc(C)cc3)oc2C)CC1 (configuration not stated)
 : -5	1	4	0	-1	0.3%	-17	0.0	22
CC(=O)c1c(C)[nH]c(C(=O)CSc2nnc(-c3ccco3)n2Cc2ccccc2)c1C
 : -4	0	3	-14	-3	0.1%	3	-0.5	-12
O=C(CN1C(=O)NC2(CCCC2)C1=O)N1CCN(c2cccc(C(F)(F)F)c2)CC1
 : -4	4	6	-11	-1	1.0%	-17	-0.7	1
COc1c(CC=C(C)C)cc(C2CC(=O)c3c(O)cc(O)cc3O2)cc1CC=C(C)C (configuration not stated)
 : -2	3	33*	nt	-8	0.6%	-13	1.1	-24
COc1cc2c(cc1OC)C(C(=O)Nc1ccc(F)c(Cl)c1)CC(=O)N2 (configuration not stated)
 : 19	2	-2	-1	5	4.2%	7	0.8	-5
CC(NC(=O)c1ccc(F)cc1F)C1CC2CCC1C2 (configuration not stated)
 : 7	4	19	-9	-2	-2.0%	3	-0.4	7
Cc1ccc(NC(NC(=O)c2cccs2)C(Cl)(Cl)Cl)cc1 (configuration not stated)
 : 1	9	15	-8	-4	-0.9%	0	-1.3	10
CC(=O)c1c(C)[nH]c(C(=O)NCCCN2CCCC2)c1C
 : -8	1	-2	-3	-5	2.7%	-5	0.4	-27
O=C(CS(=O)(=O)c1c[nH]c2ccccc12)N1CCc2ccccc21
 : 7	2	11	nt	-2	2.2%	-4	0.2	-12
CCOC(=O)Cn1c(CN2CCN(c3cccc(Cl)c3)CC2)nc2c1c(=O)[nH]c(=O)n2C
 : -25	2	-10	nt	2	-0.2%	-4	-0.1	30*
COc1ccc(C)cc1S(=O)(=O)N1CCCC(N2CCOCC2)C1 (configuration not stated)
 : 3	2	0	-4	-2	-2.4%	-2	-1.3	7
COC(=O)c1ccc(N2CCN(C(=O)c3ccccc3)CC2)c(NC(C)=O)c1
 : nt	1	-3	4	3	-0.9%	-31*	nt	nt
COc1cccc(-n2c(SCC(=O)c3ccccc3)nc3c([nH]c4ccccc43)c2=O)c1
 : -7	1	9	nt	-6	2.6%	0	-1.7	nt
CCOc1ccccc1N1C(=O)CC(Nc2ccc(N3CCOCC3)cc2)C1=O (configuration not stated)
 : 0	2	-4	1	-3	-3.6%	-12	-0.1	-5

Marked active in D1 antag (from the list above):
Compound | D2 PAM | D1 agonist | TRHR enhancer | RXFP1 antag | D1 PAM | D1 antag | D2 antag
COC(=O)c1cc(-c2ccc(S(=O)(=O)N3CCCC(C)C3)cc2)c(C(F)(F)F)s1 (configuration not stated) | 3 | 2 | -14 | nt | -12 | -41* | -21
COC(=O)c1ccc(N2CCN(C(=O)c3ccccc3)CC2)c(NC(C)=O)c1 | nt | 1 | -3 | 4 | 3 | -31* | nt

(list continues)
Results follow in this order: D2 PAM	D1 agonist	TRHR enhancer	RXFP1 antag	D1 PAM	RXFP1 agonist	D1 antag	D2 agonist	D2 antag
Cc1cc(C)n2nc3nc(N4CCCCC4)nc(-c4ccco4)c3c2n1
 : 4	12	13	-7	-9	9.1%	14	-1.9	-17
Cc1cc(C)c2c(=O)cc(C(=O)Nc3ccccc3C(F)(F)F)oc2c1
 : -5	2	0	-3	1	2.4%	11	-0.8	nt
COCCn1c(Cc2ccccc2)nnc1SCC(=O)Nc1oc(C)c2c(C)n[nH]c(=O)c12
 : 11	2	-4	-3	-5	1.9%	-18	0.0	15
O=C(CNC(=O)c1ccco1)N/N=C/c1ccc(O)cc1O
 : 7	8	5	3	11	-1.1%	-12	1.3	-5
S=C(NCCc1c[nH]c2ccccc12)NC1CC1
 : 5	1	32*	3	-3	-1.6%	0	0.7	-7
Clc1ccc(-c2csc(-c3ccncc3)n2)cc1
 : -18	2	-16	-15	-9	1.0%	5	-0.3	-8
Cc1cccc(C)c1NC(=O)CN(C)C(=O)CC1Sc2ccccc2NC1=O (configuration not stated)
 : -14	2	22	1	3	-0.1%	1	0.4	-3
Cc1cc(C)nc(N(C#N)S(=O)(=O)c2ccccc2)n1
 : 20	2	2	-10	-2	2.4%	-6	-1.4	5
O=C(CCn1c(=O)oc2ccccc21)Nc1cccc([N+](=O)[O-])c1
 : nt	9	10	-12	-6	0.7%	-12	nt	nt
O=c1[nH]c(-c2ccccc2)nnc1-c1ccccc1
 : 2	2	5	4	-1	4.1%	-3	0.1	1
CCOc1ccc(C(c2c(C)[nH]n(-c3ccccc3)c2=O)c2c(C)[nH]n(-c3ccccc3)c2=O)cc1OC
 : -6	-2	-9	-16	0	0.5%	9	30	nt
Cc1ccc(Cn2nnc3c(=O)[nH]c(C4CCCN(S(=O)(=O)c5ccc(F)cc5)C4)nc32)cc1 (configuration not stated)
 : nt	1	1	2	3	0.7%	21	-0.2	-19
CCOC(=O)c1sc(C)nc1C1CCN(C(=O)OCC)CC1
 : 5	1	-2	-1	0	1.3%	-11	-0.1	5
COc1ccc([C@]23Cc4c(ccc5ccccc45)C(O2)C2=C(CCCC2=O)O3)cc1
 : nt	5	-21	nt	-6	-0.6%[11.5 µM]	-5	nt	nt
CCOC(=O)c1[nH]c(C)c(C(=O)NC(C)CC)c1C (configuration not stated)
 : nt	0	-6	1	-2	0.1%	5	nt	nt
N/C(=N\c1nc2c(c(=O)[nH]1)CCC2)Nc1ccccc1
 : -5	1	-3	-4	20	0.2%	7	-0.2	30*
O=C(Nc1cccc(Cl)c1Cl)c1cc(S(=O)(=O)NCCc2ccccc2)ccc1F
 : -16&-3	5&5	-3&13	-9&10	-1&-8	-1.5%&2.3%	1&13	0.1&1.3	14
Cc1ccc(-c2nnn(CC(=O)N3c4ccccc4CCc4ccccc43)n2)cc1
 : -8	6	-1	-24	1	0.7%	0	0.8	17
CCC(CC)c1nn2c(N)c(/C=C3\C=Nc4ccccc43)c(=O)nc2s1
 : -4	1	19	-7	1	-0.7%	-19	0.7	-4
COc1ccc(NC(=O)C2CCC(CNS(=O)(=O)c3cccc4nsnc34)CC2)cc1OC (configuration not stated)
 : -2	0	3	-12	-3	0.2%	3	0.6	nt
CC(=O)N1CCCc2cc(S(=O)(=O)N3CCC(C(=O)NCc4ccc(C)cc4)CC3)ccc21
 : 7	0	4	-6	-3	-1.3%	12	-0.2	nt
C=CCNC(=O)/C(=C/c1cccc([N+](=O)[O-])c1)NC(=O)c1ccco1
 : -1	1	-4	-3	5	2.5%	0	3.3	8
O=C(OCc1cncs1)c1cccs1
 : 18	1	5	-3	-4	-0.7%	-6	-0.2	6
COc1ccc2[nH]cc(CCNS(=O)(=O)c3ccc(F)cc3)c2c1
 : 4	5	-3	-4	-2	-1.0%	-17	0.9	-6
O=C1N(CN2CCN(c3cccc(Cl)c3)CC2)c2ccccc2C12OCCCO2
 : -22	3	5	-18	-6	0.1%	-15	1.0	33*
Cc1nn(C)cc1NC(=O)c1nn(C)cc1[N+](=O)[O-]
 : 13	3	20	11	-7	3.1%	8	1.1	-3
COc1cccc(NC(=O)CNC(=O)N2CC(=O)Nc3ccccc32)c1
 : -5	4	-1	3	-2	0.3%	-8	-1.4	10
Cc1ccc(NC(=O)c2ccc3c(c2)C(=O)N(c2ccccc2C)C3=O)nc1
 : -17	16	0	3	nt	4.8%	-36*	-1.0	-33
CC(C)c1ccc(N(C(=O)c2cc3ccccc3oc2=O)C2C=CS(=O)(=O)C2)cc1 (configuration not stated)
 : 5	0	4	-14	-2	-1.0%	-6	0.9	0
COc1ccc(/C=C/c2nc(-c3ccccc3O)n(-c3ccccc3)n2)cc1
 : 1	5	7	-14	7	7.4%	13	-2.5	1

(continued)
Results follow in this order: D2 PAM	D1 agonist	TRHR enhancer	RXFP1 antag	D1 PAM	RXFP1 agonist	D1 antag	D2 agonist	D2 antag
COc1ccc(-n2nc(C(=O)N3CCN(c4cccc(C)c4C)CC3)c3c4ccccc4n(C)c3c2=O)cc1Cl
 : -7	-1	-4	-3	2	11%	-1	-0.3	nt
Cc1ccc(N(CN2C(=O)C3C4CCC(C4)C3C2=O)C(=O)c2ccco2)cc1 (configuration not stated)
 : 15	5	1	-5	3	2.2%	2	0.3	-8
Cc1cc(C)nc(Sc2ncnc3sc4c(c23)CCC4)n1
 : -4	-1	0	4	6	0.2%	-1	-0.5	-19
O=S(=O)(Nc1cc(Cl)cc(Cl)c1)N1CCOCC1
 : nt	8	1	3	-1	2.1%	7	nt	nt
